# PLK1 PBD inh = blocks phosphopeptide binding to human PLK1 polo-box domain. Plk1 PBD binding of FITC phosphopeptide, fluorescence polarization. Potency, µM, for inactives: max response, negative = inhibition, usual class: inhibitors. 360,000 compounds, 2.8% hits. P53350; note: potency is the fitted concentration of half-maximal effect; series mostly up to about 57 µM; % is set by controls: 0 for no effect and ±100 for the full control effect; nearly all actives have a fitted effect of over 65% in size
# EPAC2 ag = activates human EPAC2 exchange factor. Q8WZA2. EPAC2 activation, biochemical qHTS; response scale: 100% = 6.5 mM cAMP response. Potency, µM (series often up to 154 µM), for the others: at the highest dose activation, hits mostly activators. 360,000 compounds, 0.079% hits. AID 720711; note: potency is the fitted concentration of half-maximal effect; nearly all actives have a fitted effect of over 50% in size
#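 EPAC2 (100 nM) mixed with Rap1B loaded with BODIPY-GDP (250 nM) plus 50 uM unlabeled GDP; compounds pinned in, 5 min RT, then read every 5 min for 30 min (ex 480, em 540 nm). Normalized to cAMP control.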
# WRN inhibitor = WRN helicase (human) inhibition | Potency, µM (highest dose often 114 µM), for inactives: top-dose activity change, negative = inhibition, most hits filed as inhibitors | AID 651768 | Q14191 | 360,000 compounds, 0.46% hits | WRN helicase unwinding, fluorescent forked duplex, kinetic; note: potency is the fitted concentration of half-maximal effect; % is set by controls: 0 for no effect and ±100 for the full control effect; nearly all actives have a fitted effect of over 55% in size
#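 Kinetic fluorescence helicase assay: unwinding of a quenched forked DNA duplex (100 nM final) with 2 mM ATP final raises red fluorescence (525/598 nm). Compounds sat 15 min at room temperature with 20 nM WRN beforehand.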
# PI5P4Ka inh = blocks human PI5P4K alpha kinase activity; P48426; PI5P4Kalpha enzyme, ADP-Glo luminescence, 60 min; stronger effect = lower value; max response, %; 330,000 compounds, 1.2% hits; AID 652105; active = max response of -50% or lower; inconclusive = between -30% and -50%; inactive = -30% or higher; note: value at the top dose of about 77 µM; % is set by controls: 0 for no effect and ±100 for the full control effect
#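 Compounds were pin-transferred onto PI5P4Kalpha and substrate in HEPES pH 7.4 buffer with EGTA, CHAPS and 5% DMSO. ATP (5 microM final) started the reaction, which ran 60 minutes at room temperature before ADP-Glo detection.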
# IL-2 act = activators of IL-2 | IL-2 activation reporter assay, cell-based qHTS; stimulated with anti-CD3/CD4/CD28 beads; in transgenic mouse T cells | activation, % (series mostly up to about 46 µM) | 360,000 compounds, 0.065% hits | AID 652025; in the data active = activation above about 50%; inconclusive = mostly about 30% to 49%; note: 0% is about no effect
#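 Unstimulated transgenic mouse T cells preincubated 60 min with compound, then stimulated with anti-CD3/anti-CD4-coated beads plus anti-CD28 for 18 h at 37 degrees C. IL-2 response read as EGFP and DsRed fluorescence by plate cytometry.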
# EPAC1 antagonist = blocks human EPAC1 exchange factor. O95398. EPAC1 GEF assay, Rap1b-BODIPY-GDP exchange fluorescence. Potency, µM (top dose mostly 115 µM), for inactives: at the top dose activity change, negative = inhibition, actives largely listed as inhibitors. 360,000 compounds, 0.14% hits. AID 720709;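 note: potency is the fitted concentration of half-maximal effect; plate controls were vehicle for no effect and positive control for full effect; nearly all actives have a fitted effect of over 50% in size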
# Target sequence (O95398 whole entry, looked up): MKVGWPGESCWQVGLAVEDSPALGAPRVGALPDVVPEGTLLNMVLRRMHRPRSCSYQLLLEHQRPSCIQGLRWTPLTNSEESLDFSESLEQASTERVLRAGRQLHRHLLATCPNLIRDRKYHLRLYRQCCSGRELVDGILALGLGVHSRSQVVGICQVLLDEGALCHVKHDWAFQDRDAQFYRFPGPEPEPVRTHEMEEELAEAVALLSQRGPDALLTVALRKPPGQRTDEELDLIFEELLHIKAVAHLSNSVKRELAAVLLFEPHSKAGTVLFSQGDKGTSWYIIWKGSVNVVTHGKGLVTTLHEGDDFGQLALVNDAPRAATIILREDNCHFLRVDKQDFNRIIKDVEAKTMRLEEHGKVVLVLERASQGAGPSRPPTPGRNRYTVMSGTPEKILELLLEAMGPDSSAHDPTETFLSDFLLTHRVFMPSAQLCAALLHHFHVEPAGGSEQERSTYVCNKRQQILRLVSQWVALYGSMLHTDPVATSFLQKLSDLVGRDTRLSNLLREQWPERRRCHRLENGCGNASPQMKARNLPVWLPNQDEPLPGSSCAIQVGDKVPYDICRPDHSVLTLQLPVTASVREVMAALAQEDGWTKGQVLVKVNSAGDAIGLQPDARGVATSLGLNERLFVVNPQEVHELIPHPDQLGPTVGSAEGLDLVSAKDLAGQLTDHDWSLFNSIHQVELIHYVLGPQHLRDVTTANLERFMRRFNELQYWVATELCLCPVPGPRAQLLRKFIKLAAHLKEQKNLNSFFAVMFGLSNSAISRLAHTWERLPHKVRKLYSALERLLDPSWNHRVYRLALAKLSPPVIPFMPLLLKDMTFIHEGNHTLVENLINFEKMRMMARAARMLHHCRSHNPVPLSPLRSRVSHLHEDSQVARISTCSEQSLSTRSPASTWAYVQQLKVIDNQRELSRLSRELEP
# CCT chaperon mod = modulators of cytosolic chaperonin (CCT/TRiC) activity; purified chaperonin ATPase assay, HTRF ADP detection, 30 min; activity change, % (no concentration beside the values), hits read low; 360,000 compounds, 0.3% hits; AID 651819; in the data active = activity change below about -30%; note: % is set by controls: 0 for no effect and ±100 for the full control effect
#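 TRiC (40 or 20 nM final, by batch activity) in 30 mM Tris pH 7.4, 100 mM KCl, 5 mM MgCl2, 1 mM DTT was treated with compound at 76 uM single dose, then 10 uM ATP, 30 min at 37 °C. ADP was read by HTRF Transcreener.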
# EPAC1 ag = activates human EPAC1 exchange factor; O95398; EPAC1 agonist qHTS, biochemical assay; response scale: 100% = response to 6.5 mM cAMP; Potency, µM (series often up to 154 µM), inactives show at the highest dose activation, most hits filed as activators; 360,000 compounds, 0.073% hits; note: potency is the fitted concentration of half-maximal effect; nearly all actives have a fitted effect of over 60% in size
#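 Fluorescent GDP-exchange assay: 100 nM EPAC1 with 250 nM Rap1B preloaded with BODIPY-GDP and 50 uM GDP; compounds tested as concentration series, 5 min at room temperature, then read every 5 min for 30 min (ex 480/em 540 nm); normalized to 6.5 mM cAMP.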
# * marks the source's active call; other numbers are inactive results; ? = inconclusive; . = not tested or not shown; [ ] = another dose, or the depositor's remark. Unless noted, calls come from the whole dose curve; as a rule, active = well fitted curve in the direction sought with a large enough effect; inconclusive = small, poorly fitted or top-dose-only effect, or another doubt; inactive = no such curve, though single readings can be large; an effect the other way counts as inactive or inconclusive.
# Sample of the layout:
# The line under a structure holds: PLK1 PBD inh, EPAC2 ag, WRN inhibitor, PI5P4Ka inh, IL-2 act, EPAC1 antagonist, CCT chaperon mod, EPAC1 ag
> c1ccc2c(c1)ncn2CCCCOc1ccc2c(c1)CCC2
  -2%, 28%, -12%, ., -0.7, -1%, -1.2, 29%
> O=C(c1ccccc1-c1nc(-c2ccccc2)no1)N1CCCC1
  -3%, -21%, 6%, -2, -0.1, 6%, -1.4, -6%
> CSc1sc(-c2ccnc(=S)[nH]2)c(-c2ccccc2)c1C#N
  ?, 10%, -4%, -25, 0.0, 5%, -1.0, 10%
> Cc1ccc(CNc2oc(-c3ccco3)nc2S(=O)(=O)c2ccccc2)cc1
  -6%, 14%, 14%, -6, -1.5, 1%, 1.4, 3%

# The whole of this part, previewed entries included:
# The line under a structure holds: PLK1 PBD inh, EPAC2 ag, WRN inhibitor, PI5P4Ka inh, IL-2 act, EPAC1 antagonist, CCT chaperon mod, EPAC1 ag
> c1ccc2c(c1)ncn2CCCCOc1ccc2c(c1)CCC2
  -2%, 28%, -12%, ., -0.7, -1%, -1.2, 29%
> O=C(c1ccccc1-c1nc(-c2ccccc2)no1)N1CCCC1
  -3%, -21%, 6%, -2, -0.1, 6%, -1.4, -6%
> CSc1sc(-c2ccnc(=S)[nH]2)c(-c2ccccc2)c1C#N
  ?, 10%, -4%, -25, 0.0, 5%, -1.0, 10%
> Cc1ccc(CNc2oc(-c3ccco3)nc2S(=O)(=O)c2ccccc2)cc1
  -6%, 14%, 14%, -6, -1.5, 1%, 1.4, 3%
> Cn1c(NCCc2ccncc2)nc2cc(-c3cccc(C(F)(F)F)c3)sc2c1=O
  -2%, 8%, 3%, 2, -0.6, -1%, 0.6, 1%
> COc1ccc(S(=O)(=O)N2CCN(Cc3ccco3)CC2)cc1
  -7%, 8%, -5%, -5, -0.4, -5%, -1.2, 1%
> COc1ccc(Cn2nnnc2CN(Cc2cc3ccc(C)cc3[nH]c2=O)C2CCCC2)cc1
  0%, 6%, -9%, ., 55*, -10%, -10, 7%
> CC(C)c1nc(SCC(=O)N2CCCCC2)c2c(=O)n(C)c(=O)n(C)c2n1
  -11%, 9%, 1%, 18, -2.0, -5%, -11, 13%
> Cc1c(CC(=O)N2CCC(C(=O)O)CC2)c(=O)oc2cc3c(cc12)CCC1(CCCCC1)O3
  -9%, 5%, -3%, -27, -0.6, 2%, -1.3, -11%
> Cc1nnc(N2C(=O)c3cccc4cccc(c34)C2=O)s1
  -18%, 6%, 5%, 2, -1.4, -10%, -1.4, 6%
> O=C(N/N=C/c1cccc(O)c1)c1ccc(COc2ccc3c(c2)CCC3)o1
  1%, 10%, -19%, -23, 0.7, -10%, 3.8, 7%
> COc1cc2c(cc1OC)C1(Nc3c-2c(-c2ccccc2)nn3-c2ccccc2)C(=O)Nc2ccccc21 (centres undefined)
  7%, 7%, -10%, -9, -0.1, 7%, 0.1, 10%
> Cc1ccc(C(=O)C(C)OC(=O)Cc2n[nH]c(=O)c3ccccc23)cc1 (centres undefined)
  5%, -1%, 3%, 0, -3.6, 6%, -2.4, 2%
> CCCSc1nc2cc(C)c(C)cc2n1CC(O)CO (centres undefined)
  -12%, 1%, 1%, 2, 1.7, -14%, -0.3, -6%
> COC(=O)C1CN(C(=O)COc2cccc(C)c2C)c2ccccc2O1 (centres undefined)
  -7%, 6%, 3%, -9, 0.1, 18%, -1.5, -1%
> CC(C)CN(CC(C)C)C(=S)Nc1ccc(Cl)cc1
  -29%, 11%, -7%, 0, -2.7, ?, -1.2, -8%
> CCCCNC(=O)CN1C(=O)CSc2ccc(S(=O)(=O)N3CCOCC3)cc21
  -2%, 4%, -1%, 2, 3.5, 2%, -1.3, -7%
> CCCNC(=S)Nc1ccc(CC(=O)OC)cc1
  -16%, -4%, 6%, 1, 2.3, 9%, -0.8, 2%
> NNC(=O)c1ccc(CN2C(=O)c3cccc4cccc2c34)cc1
  -9%, 8%, -4%, -2, -1.1, -16%, -5.8, 7%
> COc1ccc(/C=N/NC(=O)CCSc2nc3ccccc3s2)cc1OC
  ?, 19%, -1%, 1, -1.6, -25%, 0.2, 14%
> O=C(Nc1ccccc1N1CCCCC1)c1ccc(N2C(=O)c3ccccc3C2=O)cc1
  -3%, 4%, -11%, 1, -2.4, -1%, -2.1, 4%
> CCC1OC(c2ccc([N+](=O)[O-])cc2)=Nc2ccccc21 (centres undefined)
  -14%, 10%, 2%, -7, 0.9, 13%, -1.4, 7%
> O=C(COC(=O)C1CC1)NCCc1ccc(Cl)cc1
  -4%, 13%, 8%, -7, -3.5, -1%, -0.8, 7%
> Cc1ccc(-c2cc3ccccc3nc2N)cc1
  -4%, 7%, 2%, 3, 0.0, -11%, -1.5, -8%
> COc1ccc(/C=N/NC(=O)c2cnccn2)cc1O
  -5%, 11%, -14%, 4, -0.4, -4%, 2.9, 0%
> CCc1nnc(NC(=O)CSc2nnc3c4ccccc4n(C)c3n2)s1
  -8%, -7%, -3%, -3, 0.6, 10%, -1.2, -4%
> Cc1nc2ccccc2n1CC(=O)N/N=C/c1cccnc1
  0%, -6%, 4%, 4, -0.6, 7%, 0.7, 3%
> Cc1ccccc1S(=O)(=O)Cc1ccc(C(=O)NCCN2CCCCC2C)o1 (centres undefined)
  2%, 9%, 2%, 1, 0.2, 6%, 1.5, -4%
> CCCC(CCC(=O)Nc1ccc(S(N)(=O)=O)cc1)C(=O)O (centres undefined)
  -7%, -1%, 11%, -9, -3.3, 11%, 0.1, -7%
> Cc1ccc(S(=O)(=O)c2cc3c(=O)n4ccccc4nc3n(Cc3ccco3)c2=N)cc1C
  -12%, 1%, -4%[57.1 µM], -21, -1.5, ?, 0.6, 12%

# Continuation:
structure	PLK1 PBD inh	EPAC2 ag	WRN inhibitor	PI5P4Ka inh	IL-2 act	EPAC1 antagonist	CCT chaperon mod	EPAC1 ag
Cc1cccc(C)c1NC(=O)c1c(O)c2ccccc2[nH]c1=O	3%	-9%	10%	1	1.3	4%	0.1	-7%
CCCCn1c(-c2nonc2N)nc2ccccc21	4%	16%	-6%	-1	-2.7	-2%	-4.6	13%
COc1ccccc1/C=c1\sc2nc(-c3ccccc3OC)nn2c1=O	-10%	-15%	-5%	9	-0.3	-5%	-2.2	0%
CC1CC(=O)N(c2ccc(N(C)Cc3ccccc3)c([N+](=O)[O-])c2)C1=O (centres undefined)	-1%	-5%	3%	2	-3.1	-8%	-0.1	0%
CC(C)(C)c1ccc(C(=O)NNC(=S)NC(=O)c2cccnc2)cc1	-19%	8%	3%	-19	1.0	10%	0.5	-1%
CSc1ccccc1C(=O)Nc1cccc(C)c1	-1%	-2%	0%	.	1.0	9%	0.2	2%
Cc1ccc(-c2nnc(N3CCCCC3)c3ccccc23)cc1S(=O)(=O)N1CCN(C)CC1	-3%	1%	-25%	3	0.5	15%	-0.5	1%
CCCC(C)NC(=O)c1ccc(OCc2ccc(Cl)cc2)c(OC)c1 (centres undefined)	-5%	-4%	-4%	-2	1.0	-3%	-2.1	-7%
O=C(COc1ccccc1)NNc1nc2ccccc2s1	-17%	1%	0%	?	0.0	-8%	-1.2	-1%
Cc1cc(NC(=O)CSc2nnnn2-c2ccccc2C)no1	-4%	-4%	-5%	-1	-1.2	-2%	0.4	-15%
Cc1cc(C(=O)CS(=O)(=O)c2ccc(F)cc2)cc(C)c1O	-6%	2%	-8%	-4	1.2	?	-2.9	5%
CCN(CC)CCNC(=O)c1cc2c(-c3cccc(OC)c3)nn(C)c2s1	-1%	7%	52%[activator]	-4	0.8	18%	1.6	3%
Brc1ccc(-c2ccc(CNCc3ccccn3)o2)cc1	-14%	4%	-1%	7	-0.8	-26%	-2.0	2%
COc1cccc(OC)c1C(=O)N1CCN(Cc2ccccc2C(F)(F)F)CC1	-14%	-21%	6%	4	2.4	-3%	-2.6	-5%
Cc1cc(C(=O)N2CCCC(CO)(Cc3ccc(F)cc3F)C2)nn1C (centres undefined)	-4%	5%	1%	1	-0.7	7%	-1.6	8%
CC(=O)Nc1ccc(NC(=O)CCOc2ccccc2C)cc1	-5%	1%	3%	2	0.5	-16%	0.4	5%
CCn1c(CNc2nc(-c3ccccc3)cs2)nnc1SCC(=O)NCc1ccccc1	?	9%	-3%	-1	-0.8	0%	-1.8	14%
O=C(OCCN1CCCCC1)c1ccccc1Br	5%	5%	2%	2	-2.3	11%	1.9	-7%
O=C(NNC1=C(C(=O)C(F)(F)F)CCC1)c1ccccc1O	?	-16%	-19%	-1	0.6	-10%	-2.3	14%
CC(=O)Nc1ccc(NC(=O)C(C)OC(=O)CN(C)S(=O)(=O)c2ccc(Cl)cc2)cc1 (centres undefined)	-5%	-3%	-4%	12	1.1	0%	-0.6	0%
c1ccc2c(CSc3ncnc4nc[nH]c34)cccc2c1	0%	14%	-1%	8	-1.0	9%	0.2	4%
COc1ccc(CCNC(=O)C2CCN(C(=O)c3ccccc3)CC2)cc1	-4%	8%	-2%	-4	-0.7	10%	-1.1	3%
CCC(C)(C)NC(=O)c1ccc2c(c1)N(CC(=O)N1CCCC1)C(=O)C(C)(C)O2	3%	7%	3%	0	0.2	15%	-2.6	18%
CCOC(=O)C1(Cc2cccc(OC)c2)CCN(Cc2ccc(C)s2)CC1	-6%	6%	-15%[57.1 µM]	3	-5.9	-34%	0.9	0%
O=C(COc1ccc2c3c(c(=O)oc2c1)CCC3)NCc1ccccn1	-9%	-5%	-3%	-2	-1.6	-9%	-0.3	7%
O=C(Nc1ccccn1)c1cccs1	3.4µM*	6%	-23%	?	0.2	-11%	2.9	4%
Cc1noc(C)c1C(=O)OCC(=O)c1c(N)n(CC(C)C)c(=O)n(C)c1=O	-6%	-6%	9%	.	0.5	17%	-1.7	1%

# From PubChem BioAssay

# A portion of the library (hit frequency here may not be typical).
